Screening results: PubChem, National Center for Advancing Translational Sciences (NCATS)
NTMT1 inhibitor: inhibitors of human N-terminal methyltransferase NTMT1; NTMT1 MTase-Glo SAH luminescence, purified enzyme; Q9BV86; AID 1645870; 2.5% of 59,000 active; Potency, µM (titrated, usually from 114 µM), without a hit: at the top dose activity change, negative = inhibition, usual class: inhibitors;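 further: potency means the concentration at half of the fitted maximal effect; plate controls were DMSO vehicle for no effect and no enzyme for full effect; nearly all actives have a fitted effect of over 65% in size; many of its hits are not listed in these tables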
p53null 32C kill: p53 null cell cytotoxicity, permissive temperature; H1299-neo p53 null cells, ATP luminescence, 24 h, 32C; Potency, µM (top dose mostly 46.1 µM), for inactives: at the top dose activity change, negative = cytotoxicity, usual class: cytotoxic; 0.62% of 55,000 active;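 further: potency means the concentration at half of the fitted maximal effect; 0% = DMSO only and -100% = full killing by 100 µM tamoxifen; nearly all actives have a fitted effect of over 55% in size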
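Overnight 37C seeding (600 cells/well) of H1299-neo preceded a 24 hr, 32C exposure to compounds up to 46 uM. ATP levels, read by luminescence after 20 min at RT, indicated surviving cells.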
B2AR arrestin ag: ADRB2 beta-arrestin recruitment; P07550; HTLA Tango cells, beta-arrestin recruitment, luciferase luminescence, 18 h; Potency, µM (highest dose often 46.1 µM), without a hit: at the top dose activation, actives largely listed as activators; 44,000 tested, under 10 active; AID 1347077;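 further: potency means the concentration at half of the fitted maximal effect; 0% = DMSO and full agonism = EC100 isoproterenol or metaproterenol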
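Tango cell line, 1% FBS DMEM; cpd titration up to 46 microM; 18 hr, 37 degrees C, 5% CO2. Luciferin/ATP substrate mix added, 15 min RT, luminescence. %Activity, CRC fitting, curve-class categorization.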
GALK inh: inhibits human galactokinase; 44,000 tested, under 10 active; recombinant GALK, Kinase-Glo ATP luminescence, 1 h; Potency, µM (doses to about 57.5 µM), for the others: at the top dose activity, negative = inhibition, actives largely listed as inhibitors; AID 1347072; P51570;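 further: plate controls were full GALK reaction for no effect and reaction lacking GALK for full effect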
Target sequence (P51570 whole entry, looked up): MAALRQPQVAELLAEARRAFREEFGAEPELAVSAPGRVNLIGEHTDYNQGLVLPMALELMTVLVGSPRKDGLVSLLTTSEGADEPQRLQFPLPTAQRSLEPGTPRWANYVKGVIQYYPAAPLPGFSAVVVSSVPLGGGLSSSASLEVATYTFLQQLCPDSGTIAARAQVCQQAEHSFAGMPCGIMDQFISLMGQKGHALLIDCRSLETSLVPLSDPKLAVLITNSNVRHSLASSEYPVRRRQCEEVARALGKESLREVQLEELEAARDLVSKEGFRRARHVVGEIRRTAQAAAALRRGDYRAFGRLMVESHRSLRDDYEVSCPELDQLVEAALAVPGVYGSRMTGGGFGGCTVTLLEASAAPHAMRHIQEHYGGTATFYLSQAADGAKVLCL
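Reactions with and without enzyme served as controls. GALK at 5 nM phosphorylates 100 uM galactose using 35 uM ATP (HEPES pH 8.0, Mg2+) for 1 h at RT, with luminescence read 10 min after adding Kinase-Glo Plus.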
p53null 39C tox: selectivity test: cytotoxicity in p53 null cells, nonpermissive temperature. 0.97% of 55,000 active. Potency, µM (top dose mostly 46.1 µM), inactives show at the top dose activity, negative = cell killing, usual class: cytotoxic. H1299 p53-null (neo) cells, 39C, ATPlite viability, 24 h;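 further: potency means the concentration at half of the fitted maximal effect; 0% = DMSO only and -100% = full killing by 100 µM tamoxifen; nearly all actives have a fitted effect of over 50% in size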
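Temperature-shift cytotoxicity format: compound titrations on p53-null or A138V-expressing H1299 cells held 24 hr at 39C, cell ATP then measured, AC50 from Hill model.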
FH mod: Identification of activators of human fumarate hydratase by quantitative high-throughput screening; FH coupled MDH/diaphorase resazurin fluorescence, 15 min; Potency, µM (top dose mostly 79.9 µM), without a hit: top-dose activity change, negative = inhibition, usual class: inhibitors; 0.22% of 54,000 active; AID 1347055, 2019; further: potency means the concentration at half of the fitted maximal effect; on the % scale 0 is the no-effect control and ±100 the full control effect; the screen sought activators but most active calls are inhibition curves; nearly all actives have a fitted effect of over 45% in size
Target sequence (P07954 whole entry, looked up): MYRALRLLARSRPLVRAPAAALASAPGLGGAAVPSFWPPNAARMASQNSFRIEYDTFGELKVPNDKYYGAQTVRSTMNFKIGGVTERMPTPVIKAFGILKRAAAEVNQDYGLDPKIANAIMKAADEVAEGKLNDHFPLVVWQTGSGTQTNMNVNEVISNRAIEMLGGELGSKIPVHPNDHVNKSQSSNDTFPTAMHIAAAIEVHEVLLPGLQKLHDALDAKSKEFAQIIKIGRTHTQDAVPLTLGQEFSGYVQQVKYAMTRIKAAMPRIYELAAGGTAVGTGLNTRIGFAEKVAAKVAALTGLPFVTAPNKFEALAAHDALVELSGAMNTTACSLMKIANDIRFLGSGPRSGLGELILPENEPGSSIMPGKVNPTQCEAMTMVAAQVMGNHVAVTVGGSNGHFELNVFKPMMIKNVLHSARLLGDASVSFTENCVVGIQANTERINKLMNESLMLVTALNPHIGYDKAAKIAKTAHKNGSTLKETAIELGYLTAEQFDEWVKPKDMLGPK
PTAP-TSG101 blk: blocks PTAP binding to human TSG101, validation; Fluorescence polarization, FITC-PTAP peptide/Tsg101, 20 min; Potency, µM (highest dose often 115 µM), for inactives: at the top dose activity change, negative = inhibition, hits mostly inhibitors; Q99816; 44,000 tested, under 10 active; further: potency means the concentration at half of the fitted maximal effect; 0% is about no effect
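Steps: Tsg101 binding domain (10 uM final) in HEPES pH 7.5/NaCl/Tween 20/EDTA/TCEP; add compound; add FITC-PTAP peptide (50 nM final); incubate 20 min r.t.; read polarization.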
* marks the source's active call; other numbers are inactive results; [ ] = remark or other dose. The call rests on the fitted dose curve; in most records, active means well fitted curve in the direction sought with a large enough effect; inconclusive means small, poorly fitted or top-dose-only effect, or another doubt; inactive means no such curve, though single readings can be large; an effect the other way counts as inactive or inconclusive.

Cc1cc(C)n(-c2nc3ccccc3nc2Nc2cccc(C(=O)NCCc3ccccc3)c2)n1 was read as NTMT1 inhibitor 4.6%, p53null 32C kill -1.5%, B2AR arrestin ag -2.3%, GALK inh 4.1%, p53null 39C tox 12.3%, FH mod -0.2% and PTAP-TSG101 blk -5.7%.
CC1CCN(c2ccc(NC(=O)c3cccc(Cl)c3)cc2C(=O)O)CC1 was read as NTMT1 inhibitor 44.7µM*, p53null 32C kill -4.3%, B2AR arrestin ag -1.8%, GALK inh 3.0%, p53null 39C tox 16.2%, FH mod -13.9% and PTAP-TSG101 blk -2.8%.
`CCOc1ccccc1NC(=O)CN1C(=O)CC(c2ccc(OC)c(OC)c2)Sc2ccccc21` (stereo not drawn) gave NTMT1 inhibitor -2.3%, p53null 32C kill 7.9%, B2AR arrestin ag -1.0%, GALK inh 1.9%, p53null 39C tox -15.4%, FH mod -20.2% and PTAP-TSG101 blk -10.9%.
CC(=O)N1N=C(c2ccc(C)cc2)CC1c1cn(-c2ccccc2)nc1-c1cccs1 (stereo not drawn) was read as NTMT1 inhibitor 0.6%, B2AR arrestin ag 0.7%, GALK inh -0.2%, FH mod 3.6% and PTAP-TSG101 blk -3.9%.
CC(C)(C)NC(=O)c1oc2ccccc2c1NC(=O)c1ccccc1F was read as NTMT1 inhibitor 2.5%, p53null 32C kill 7.4%, B2AR arrestin ag -0.6%, GALK inh -0.4%, p53null 39C tox 4.3%, FH mod -15.4% and PTAP-TSG101 blk -1.4%.
COc1cccc(CNC(=O)Nc2ccc3c(c2)N(C)C(=O)c2ccccc2S3)c1 was read as NTMT1 inhibitor -2.3%, p53null 32C kill -6.4%, B2AR arrestin ag -2.3%, GALK inh 0.4%, p53null 39C tox -3.0%, FH mod -20.7% and PTAP-TSG101 blk -0.6%.
`O=C(NCCCO)C(=O)Nc1c2c(nn1-c1ccccc1)CSC2` gave NTMT1 inhibitor -22.5%, p53null 32C kill -4.2%, B2AR arrestin ag -3.1%, GALK inh -0.3%, p53null 39C tox 11.7%, FH mod -7.1% and PTAP-TSG101 blk 1.3%.
`Cc1ccc(CNC(=O)c2cc3sccc3n2Cc2ccc(Cl)cc2)cc1` gave NTMT1 inhibitor -5.3%, p53null 32C kill -3.2%, B2AR arrestin ag -2.1%, GALK inh -1.6%, p53null 39C tox inconclusive, FH mod -0.1% and PTAP-TSG101 blk -0.8%.
Screening Cc1ccc(Cl)cc1-n1nnc(-c2nc(-c3ccc4c(c3)OCO4)no2)c1C returned NTMT1 inhibitor 8.4%, p53null 32C kill -0.4%, B2AR arrestin ag -0.7%, GALK inh -0.7%, p53null 39C tox -5.8%, FH mod -25.0% and PTAP-TSG101 blk 1.3%.
`O=c1c2cn[nH]c2nc(SCc2cccc(Br)c2)n1-c1ccc(Cl)cc1` gave NTMT1 inhibitor -0.7%, p53null 32C kill 3.5%, B2AR arrestin ag 0.2%, GALK inh -0.5%, p53null 39C tox inconclusive, FH mod -9.3% and PTAP-TSG101 blk -18.5%.
For Cc1c(C(=O)Nc2ccc(Br)cc2F)sc2ncnc(N(C)C3CCCCC3)c12 the results were NTMT1 inhibitor -5.7%, p53null 32C kill -3.1%, B2AR arrestin ag -0.8%, GALK inh 2.5%, p53null 39C tox 5.0%, FH mod -19.1% and PTAP-TSG101 blk 0.5%.
Screening CCN(Cc1ccccc1)C(=O)C1CCC(CNS(=O)(=O)c2ccc3c(c2)CCCC(=O)N3)CC1 (stereo not drawn) returned NTMT1 inhibitor 4.0%, p53null 32C kill -10.0%, B2AR arrestin ag 0.2%, GALK inh -1.5%, p53null 39C tox inconclusive, FH mod -6.4% and PTAP-TSG101 blk 1.8%.
O=C(NCc1ccccc1)c1ccc2c(c1)N(Cc1cccc(Cl)c1)C(=O)c1ccccc1S2(=O)=O was read as NTMT1 inhibitor -27.4%, p53null 32C kill 13.5%, B2AR arrestin ag -0.2%, GALK inh 3.0%, p53null 39C tox 12.4%, FH mod -12.5% and PTAP-TSG101 blk 0.4%.
For CCOc1ccccc1NC(=O)CCS(=O)(=O)c1ccc(OC)cc1 the results were NTMT1 inhibitor 1.3%, p53null 32C kill 0.0%, B2AR arrestin ag -0.7%, GALK inh 1.8%, p53null 39C tox -4.0%, FH mod -2.9% and PTAP-TSG101 blk -2.2%.
For COC(=O)c1cc(S(=O)(=O)NCC2CCN(Cc3cccc(F)c3)CC2)c[nH]1 the results were NTMT1 inhibitor -1.7%, p53null 32C kill -5.1%, B2AR arrestin ag 0.4%, GALK inh -2.6%, p53null 39C tox -14.4%, FH mod 0.9% and PTAP-TSG101 blk -7.9%.
For COc1ccc(S(=O)(=O)N(CCc2ccccc2)CC(=O)NCc2ccccc2)cc1OC the results were p53null 32C kill 10.0%, B2AR arrestin ag -0.5%, GALK inh -0.1%, p53null 39C tox -3.7% and PTAP-TSG101 blk -1.8%.
`Cn1c(=O)c2c(c3ccccc31)OC(=O)CC2c1cccc(F)c1` (stereo not drawn) gave NTMT1 inhibitor 12.0%, p53null 32C kill 3.2%, B2AR arrestin ag -0.8%, GALK inh -2.4%, p53null 39C tox -15.9%, FH mod -4.6% and PTAP-TSG101 blk -3.9%.
Screening CCS(=O)(=O)c1c(S(=O)(=O)CC)c2cc(C(C)(C)C)ccn2c1C(=O)c1ccc(F)cc1 returned NTMT1 inhibitor 7.8%, p53null 32C kill 2.1%, B2AR arrestin ag 0.6%, GALK inh -10.9%, p53null 39C tox 4.2%, FH mod 3.7% and PTAP-TSG101 blk -3.1%.
Screening CCOc1ccc(CCNC(=O)c2cc3c(s2)-c2ccccc2OC3)cc1OCC returned NTMT1 inhibitor 0.5%, p53null 32C kill -1.0%, B2AR arrestin ag -0.1%, GALK inh -1.7%, p53null 39C tox -16.0%, FH mod -8.8% and PTAP-TSG101 blk -3.8%.
Screening CCOc1ccc(C2C(C(=O)Nc3ccccc3)=C(C)Nc3nc(-c4ccccc4)nn32)cc1OC (stereo not drawn) returned NTMT1 inhibitor 6.5%, p53null 32C kill 4.2%, B2AR arrestin ag 0.6%, GALK inh 0.0%, p53null 39C tox 9.1%, FH mod -0.6% and PTAP-TSG101 blk -7.0%.

Brought forward from above: two entries; new compounds follow.
Screening CCOc1ccc(CCNC(=O)c2cc3c(s2)-c2ccccc2OC3)cc1OCC returned NTMT1 inhibitor 0.5%, p53null 32C kill -1.0%, B2AR arrestin ag -0.1%, GALK inh -1.7%, p53null 39C tox -16.0%, FH mod -8.8% and PTAP-TSG101 blk -3.8%.
Screening CCOc1ccc(C2C(C(=O)Nc3ccccc3)=C(C)Nc3nc(-c4ccccc4)nn32)cc1OC (stereo not drawn) returned NTMT1 inhibitor 6.5%, p53null 32C kill 4.2%, B2AR arrestin ag 0.6%, GALK inh 0.0%, p53null 39C tox 9.1%, FH mod -0.6% and PTAP-TSG101 blk -7.0%.
`O=C(NCc1ccccc1Cl)C1CCCN(c2nc3ccccc3n3cccc23)C1` (stereo not drawn) gave NTMT1 inhibitor 8.3%, p53null 32C kill -4.9%, B2AR arrestin ag 1.0%, GALK inh inconclusive, p53null 39C tox inconclusive, FH mod -26.6% and PTAP-TSG101 blk -2.3%.
For COc1ccc(N2CCN(S(=O)(=O)c3ccc(OC)c(-c4noc(C)n4)c3)CC2)cc1 the results were NTMT1 inhibitor 9.5%, p53null 32C kill 5.1%, B2AR arrestin ag -2.2%, GALK inh -7.4%, p53null 39C tox -0.1%, FH mod -6.4% and PTAP-TSG101 blk 46.8%[activator].
For COc1ccc(C2C(C(=O)Nc3ccc(C)cc3C)=C(C)Nc3nc(SC)nn32)cc1OC (stereo not drawn) the results were NTMT1 inhibitor 4.9%, p53null 32C kill -0.2%, B2AR arrestin ag 0.1%, GALK inh 3.5%, p53null 39C tox 6.0%, FH mod 1.0% and PTAP-TSG101 blk 0.6%.
For COc1cccc(NC(=O)NCc2ccc3c(c2)CCN3C(=O)c2ccccc2)c1 the results were NTMT1 inhibitor -2.6%, p53null 32C kill -1.0%, B2AR arrestin ag 2.1%, GALK inh 0.4%, p53null 39C tox 11.8%, FH mod -18.4% and PTAP-TSG101 blk 0.6%.
For CCOc1ccc(Sc2cc(C(=O)NCCc3ccccc3)c3ccccc3n2)cc1 the results were NTMT1 inhibitor 3.2%, p53null 32C kill 0.5%, B2AR arrestin ag 0.3%, GALK inh -1.2%, p53null 39C tox 26.9%, FH mod -2.1% and PTAP-TSG101 blk 3.2%.
Screening CCOC(=O)CN(Cc1ccccc1)C(C(=O)NC1CCCCC1)c1ccc(OC)cc1 (stereo not drawn) returned NTMT1 inhibitor 12.8%, p53null 32C kill 17.2%, B2AR arrestin ag 0.1%, GALK inh 0.0%, p53null 39C tox -15.9%, FH mod -4.2% and PTAP-TSG101 blk -0.9%.
Screening Cc1ccc(Cl)cc1N1CCN(c2ncnc3c2nc2n3CCCC2)CC1 returned NTMT1 inhibitor 0.1%, p53null 32C kill -0.5%, B2AR arrestin ag -0.7%, GALK inh -2.6%, p53null 39C tox -6.4%, FH mod inconclusive and PTAP-TSG101 blk -0.9%.
Screening COc1ccc(/C=C(\C#N)c2nc(-c3cc4c(ccc5ccccc54)oc3=O)cs2)cc1O returned NTMT1 inhibitor -3.9%, p53null 32C kill -3.7%, B2AR arrestin ag 0.8%, GALK inh -1.4%, p53null 39C tox 6.2%, FH mod 0.2% and PTAP-TSG101 blk -6.4%.
Screening O=C(CSc1oc(-c2ccc(F)cc2)nc1S(=O)(=O)c1ccccc1)NC1CCCCC1 returned NTMT1 inhibitor inconclusive, p53null 32C kill 2.6%, B2AR arrestin ag 0.9%, GALK inh 0.3%, p53null 39C tox -11.1%, FH mod 5.2% and PTAP-TSG101 blk -3.0%.
For CCCCNC(=O)CN1CCN(c2ccc(NC(=O)c3ccc(OC)cc3)cc2C(=O)O)CC1 the results were NTMT1 inhibitor inconclusive, p53null 32C kill 2.7%, B2AR arrestin ag -1.8%, GALK inh -4.5%, p53null 39C tox 1.1%, FH mod 8.1% and PTAP-TSG101 blk -2.3%.
Screening Cc1ccc(CNC(=O)CSCc2nc(-c3ccc(Cl)cc3)oc2C)cc1 returned NTMT1 inhibitor -0.6%, p53null 32C kill -6.2%, B2AR arrestin ag -0.1%, GALK inh 0.3%, p53null 39C tox 15.5%, FH mod -4.4% and PTAP-TSG101 blk -6.7%.
Screening CCOc1ccccc1NC(=O)c1cc2ccc3cccnc3c2[nH]1 returned NTMT1 inhibitor 0.5%, p53null 32C kill -6.2%, B2AR arrestin ag -0.5%, GALK inh -0.6%, p53null 39C tox inconclusive, FH mod 5.5% and PTAP-TSG101 blk -6.3%.
For CCc1ccccc1NC(=O)c1ccc2nc(CCc3ccccc3)oc2c1 the results were NTMT1 inhibitor 2.5%, p53null 32C kill 9.8%, B2AR arrestin ag 2.7%, GALK inh 0.0%, p53null 39C tox -5.5%, FH mod 21.5% and PTAP-TSG101 blk -0.1%.

The list is partial; rates above refer to the full screens.
